# Assay outcomes from PubChem BioAssay.
# D2 antag: antagonists of human D2 dopamine receptor. HEK293 TREx D2 cells, calcium flux, dopamine EC80. inhibition, % at 10 µM. 340,000 tested, 2% active. AID 485344; in the data active = inhibition above about 30%; also: 0% is about no effect
#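 Inhibition of EC80 dopamine-driven calcium flux, recorded kinetically, defines activity here; cells are a tetracycline-induced HEK293 T-REx line expressing force-coupled D2.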
# Pin1 inhibitor: inhibitors of human Pin1 | Q13526 | Pin1 FP peptide displacement, HiFluor488, 10 min | Potency, µM (series often up to 115 µM), inactives show top-dose activity, negative = inhibition, most hits filed as inhibitors | 390,000 tested, 0.009% active; active = well fitted inhibition curve with a large enough effect in the polarisation, with a control signal flat, not every such curve was filed as active; inconclusive = small, poorly fitted or top-dose-only effect, or effect the other way, or a change in a side signal; inactive = no such curve, though single readings can be large or run the other way; the % refers to the polarisation; also: potency is read from the fitted curve at half-maximal effect; % is scaled to controls: 0 for no effect and ±100 for the full control effect
# Target sequence (Q13526 whole entry, looked up): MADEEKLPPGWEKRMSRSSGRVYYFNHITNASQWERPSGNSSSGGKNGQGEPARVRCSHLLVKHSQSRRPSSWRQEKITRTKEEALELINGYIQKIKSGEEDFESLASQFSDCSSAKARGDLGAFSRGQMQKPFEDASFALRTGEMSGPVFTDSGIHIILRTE
# USP1-UAF1 inh: USP1/UAF1 (human) deubiquitinase inhibition | recombinant USP1/UAF1, Ub-Rhodamine cleavage fluorescence | Potency, µM (doses to about 57.1 µM), without a hit: top-dose activity change, negative = inhibition, most hits filed as inhibitors | 390,000 tested, 0.23% active; also: potency is read from the fitted curve at half-maximal effect; % is scaled to controls: 0 for no effect and ±100 for the full control effect; nearly all actives have a fitted effect of over 60% in size; inactives centre near -12
#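 High-throughput fluorogenic screen: 1nM USP1/UAF1 complex, Ub-Rho substrate 150nM final, 50mM HEPES pH 7.8 with 0.5mM EDTA, 0.1 mg/ml BSA, 1mM TCEP and 0.01% Tween-20.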
# TRHR PAM: TRH receptor (human) allosteric enhancement; enhancement, % at 2 µM; 360,000 tested, 0.66% active; TRHR cells, fluo-8 calcium fluorescence, EC20 TRH enhancement; in the data active = enhancement above about 30%; also: 0% is about no effect
# Target sequence (P34981 whole entry, looked up): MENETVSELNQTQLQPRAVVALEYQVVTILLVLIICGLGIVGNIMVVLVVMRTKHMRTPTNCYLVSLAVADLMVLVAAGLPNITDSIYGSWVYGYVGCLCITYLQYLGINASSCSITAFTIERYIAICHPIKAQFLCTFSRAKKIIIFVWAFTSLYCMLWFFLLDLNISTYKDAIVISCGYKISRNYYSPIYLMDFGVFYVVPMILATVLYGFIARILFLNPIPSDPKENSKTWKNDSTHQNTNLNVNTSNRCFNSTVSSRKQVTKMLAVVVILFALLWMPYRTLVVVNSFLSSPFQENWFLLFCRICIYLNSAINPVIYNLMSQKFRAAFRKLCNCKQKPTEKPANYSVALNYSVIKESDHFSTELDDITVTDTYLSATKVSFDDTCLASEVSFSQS
#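 Enhancer read-out: after compound pinning and an initial kinetic agonist-mode read, an EC20 of TRH (10 nM final) was injected and fluo-8 calcium signal (Ex 480/Em 530) followed at 1 s/cycle for 100 cycles in TRHR-expressing cells.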
# IDH1 R132H inh: human IDH1 R132H inhibition; O75874; IDH1-R132H enzyme, NADPH consumption, diaphorase/resazurin fluorescence; Potency, µM (top dose mostly 76.6 µM), without a hit: at the top dose activity change, negative = inhibition, actives largely listed as inhibitors; 390,000 tested, 0.093% active; AID 602179; also: potency is read from the fitted curve at half-maximal effect; % is scaled to controls: 0 for no effect and ±100 for the full control effect; nearly all actives have a fitted effect of over 65% in size
#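 IDH1-R132H (0.5 ug/mL) preincubated 30 min with compound, then NADPH (0.016 mM) and alpha-KG (2 mM) added; 80 min at RT, pH 7.5. Remaining NADPH coupled via diaphorase/resazurin to fluorescence (540/590 nm); concentration-response curves normalized to no-enzyme control.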
# D2 ag: D2 dopamine receptor (human) agonism; P14416; HEK293 T-REx D2 cells, calcium flux agonist mode; activation, % at 2 µM; 340,000 tested, 0.53% active;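 active = activation over 3 SD above normal in the single-dose calcium agonist read, cut at about 30% in these data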; also: 0% is about no effect
#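 Agonism is scored from calcium flux in a force-coupled, inducible HEK293 cell line expressing D2, read kinetically for 180 s after compound addition against dopamine controls.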
# TrxR1 inh: blocks rat thioredoxin reductase 1; recombinant rTrxR1, NADPH fluorescence consumption, selenite substrate; O89049; Potency, µM (highest dose often 114 µM), without a hit: at the highest dose activity change, negative = inhibition, actives largely listed as inhibitors; 390,000 tested, 1% active; also: potency is read from the fitted curve at half-maximal effect; % is scaled to controls: 0 for no effect and ±100 for the full control effect; nearly all actives have a fitted effect of over 65% in size
# Target sequence (O89049 whole entry, looked up): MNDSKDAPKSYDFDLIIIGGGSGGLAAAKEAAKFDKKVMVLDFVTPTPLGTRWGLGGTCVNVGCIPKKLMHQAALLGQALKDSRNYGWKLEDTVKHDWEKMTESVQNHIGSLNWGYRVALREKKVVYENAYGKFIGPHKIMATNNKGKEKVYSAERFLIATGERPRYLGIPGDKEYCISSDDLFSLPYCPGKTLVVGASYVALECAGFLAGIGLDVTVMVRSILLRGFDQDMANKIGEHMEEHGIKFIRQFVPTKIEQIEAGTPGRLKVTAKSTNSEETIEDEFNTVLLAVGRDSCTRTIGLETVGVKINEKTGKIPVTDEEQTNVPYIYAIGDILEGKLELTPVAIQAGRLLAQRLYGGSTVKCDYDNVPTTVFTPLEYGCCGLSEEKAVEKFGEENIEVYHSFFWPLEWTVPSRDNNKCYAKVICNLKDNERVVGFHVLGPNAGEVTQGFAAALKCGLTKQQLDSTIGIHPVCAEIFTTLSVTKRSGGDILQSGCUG
#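 Rat TrxR1 (90 nM in the dispensed reagent) was pre-reduced with 400 uM NADPH for 5 min at room temperature, then incubated with compound for 15 min. After 400 uM selenite was added, NADPH fluorescence (Ex 340/Em 450 nm) was followed for 8 min.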
# TrxR1 substrate: is turned over as a substrate by rat TrxR1; O89049; purified TrxR1 substrate turnover, NADPH consumption readout; 390,000 tested, 0.01% active; AID 588456; Potency, µM (top dose mostly 114 µM), for inactives: top-dose activity change, negative = substrate turnover; also: potency is read from the fitted curve at half-maximal effect; % is scaled to controls: 0 for no effect and ±100 for the full control effect; nearly all actives have a fitted effect of over 50% in size
#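 Rat TrxR1, dispensed at 90 nM, was prereduced with 400 uM NADPH (final) for 5 min at ~22 deg C, then incubated with compound 15 min before 400 uM selenite. A first-read NADPH fluorescence drop versus no-compound background flagged substrates.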
# TRHR agonist: activates the human TRH receptor | 360,000 tested, 0.18% active | activation, % at 2 µM | P34981 | TRHR cells, calcium flux fluo-8, FDSS agonist mode; in the data active = activation above about 30%; also: 0% is about no effect
#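 In this calcium-flux screen, cells bearing human TRHR are dye-loaded with fluo-8, baselined for 10 cycles, then exposed to library compounds; positive kinetic calcium responses during the agonist phase mark hits, with TRH as control.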
# * = called active by the depositor; u = inconclusive; x = no result given; [ ] = dose if it differs, or a comment. Unless noted, calls follow the shape of the dose curve; as a rule, active = well fitted inhibition curve with a large enough effect; inconclusive = small, poorly fitted or top-dose-only effect; inactive = no such curve, though single readings can be large or run the other way. Some of the compounds tested (hit frequency here may not be typical).
SMILES,D2 antag,Pin1 inhibitor,USP1-UAF1 inh,TRHR PAM,IDH1 R132H inh,D2 ag,TrxR1 inh,TrxR1 substrate,TRHR agonist
COc1cc2c(cc1OC)C(COc1ccccc1OC)N(C(=O)c1ccc(S(=O)(=O)N(C)C)cc1)CC2 (stereo not drawn),x,-0.6%,u,-6.3,-3.7%,1.2,7.7%[57.1 µM],-5.1%[57.1 µM],-0.1
O=C(O)c1cccc2c1C(=O)N(C1CCCC1)C2,-11.7,4.2%,1.7%,2.3,1.8%,0.4,11.8%,-2.7%,0.1
O=C(/C=C/c1ccccc1)OCCCN=C1NS(=O)(=O)c2ccccc21,2.8,1.6%,-18.4%,-0.2,0.0%,0.6,-3.4%[57.1 µM],-4.0%[57.1 µM],0.3
CC(C)OC(=O)CSc1nnc(-c2ccc(Cl)cc2Cl)o1,-10.7,4.2%,-15.2%,-6.4,-3.9%,0.6,0.0%,0.2%,-1.0
COc1cc(OC)cc(C(=O)O/N=C(\N)c2ccncc2)c1,-19.5,1.6%,-20.2%,1.9,-0.3%,-0.9,6.4%,0.5%,-1.3
Cc1cc(CNC(=O)CCc2nnc(CCCCc3ccccc3)o2)nn1C,-9.6,2.3%,-9.1%,-2.6,0.6%,-0.8,4.0%[57.1 µM],5.0%[57.1 µM],0.3
C/C(=N\NC(=O)c1c(Cl)c(C)nn1C)c1cccc(NC(=O)COc2ccc(Cl)cc2)c1,-27.6,0.3%,-18.7%,6.0,-0.4%,0.6,4.7%,2.1%,-0.5
COc1ccc(CN2C(=O)CSCC2=O)cc1OC,x,1.5%,-7.5%,-1.8,6.6%,x,-8.7%,-4.1%,0.5
O=C(Nc1ccc(F)cc1)c1ccc2nsnc2c1,6.4,0.1%,-6.6%,-2.2,-0.5%,-0.2,9.1%,-8.1%,-0.7
CC(OC(=O)c1ccccc1Oc1ccccc1)C(=O)NC1CC1 (stereo not drawn),5.9,5.1%,-5.4%,-5.5,-1.3%,-0.6,6.7%,-3.1%,-0.7
NC(=O)C1CCN(C2CC(=O)NC2=O)CC1 (stereo not drawn),-11.6,6.7%,-20.4%,0.5,0.0%,-0.1,-3.0%,-4.6%,-1.0
O=C(c1cc2nc(C3CC3)cc(C(F)(F)F)n2n1)N1CCCC1,1.1,9.2%,-16.5%,-7.8,2.1%,-0.4,2.1%[57.1 µM],-5.8%[57.1 µM],-0.4
CC/C(=N\NC(=O)c1ccc2c(c1)OCO2)C12CC3CC(CC(C3)C1)C2,12.1,-1.5%,-9.9%,2.5,0.0%,-0.7,-11.7%,-0.3%[57.1 µM],0.1
CCN(CC)c1ccc(NC(=O)C2CCN(c3nnc(-n4cccc4)s3)CC2)c(C)c1,x,6.5%,-21.8%,-2.5,-9.4%,-0.3,3.8%,0.3%,-1.1
CC(=O)c1cc2c(cc1F)C(C)(C)CCC2(C)C,x,-7.9%,u,x,5.1%,x,18.9%[57.1 µM],-3.0%,x
CCOC(=O)[C@H]1[C@H]2COc3ccc(Cl)cc3[C@@H]2N2C(=O)c3cc(OC)ccc3NC(=O)[C@@]12C,-8.6,0.1%,1.6%,5.1,-9.8%,x,20.1%[57.1 µM],8.1%[57.1 µM],0.0
O=C(/C=C\Nc1ccc(Br)cc1)c1cccnc1,-7.0,1.1%,-24.3%,4.2,0.4%,-0.6,-13.3%,-11.6%,0.1
COc1ccc(C(=O)CN2CC(C)SC2=Nc2ccc(Cl)cc2)cc1 (stereo not drawn),-6.0,66.2%[activator],-8.8%,4.3,0.2%,-0.1,-12.8%,-8.1%,0.2
O=C(CC(=O)N/N=C/c1ccccc1O)NCc1cccnc1,-2.3,1.4%,-15.1%,-3.9,-2.7%,0.3,2.0%,10.7%,0.2
O=C(NCc1ccc2c(c1)OCO2)C1CCN(S(=O)(=O)N2CCCCC2)CC1,4.5,2.1%,-15.4%,-0.1,0.0%,1.2,-12.2%,-7.3%,0.1
COc1ccc(CCNC(=O)c2ccc3c(c2)N(Cc2ccccc2C)C(=O)c2ccccc2S3)cc1OC,x,8.6%,-15.8%,1.9,19.1%,0.6,15.4%[57.1 µM],0.1%[57.1 µM],0.6
CC(C)NC(=O)NC(=O)CN1c2cccc3cccc(c23)S1(=O)=O,-14.0,0.8%,-9.0%,-3.3,19.3%,0.2,-3.2%,10.8%,-1.4
Cc1c(C)c2ccc(OC(C)C(=O)NC3CCN(Cc4ccccc4)CC3)cc2oc1=O (stereo not drawn),1.5,-0.4%,-6.0%,2.2,0.0%,0.0,20.1%,70.6%[activator],-0.4
CC(C)(C)N=C1NC(=NC(C)(C)C)c2ccccc21,-20.3,51.0%[activator],-12.0%,1.7,2.4%,0.9,4.1%[57.1 µM],6.2%[57.1 µM],-0.4
Cc1nnsc1C(=O)N(Cc1ccccc1)C(C)C,-5.3,-1.0%,-2.2%,1.3,6.0%,0.1,14.7%,-1.5%,-0.4
Cc1cccc(NC(=O)C[n+]2ccccc2)c1,6.2,-3.2%,-18.2%,-5.6,16.2%,0.8,17.6%[57.1 µM],8.2%[57.1 µM],0.7
Cc1ccc2c(c1)C1(OCCO1)C(=O)N2,x,-17.4%,-9.9%,-5.9,9.7%,x,12.4%[57.1 µM],11.2%[57.1 µM],-0.3
COc1ccc(OC)c(NS(=O)(=O)c2ccc(-c3cc(C)no3)s2)c1,x,0.0%,-8.0%,-3.2,-6.8%,0.0,-15.4%[57.1 µM],-9.5%[57.1 µM],-0.2
CC(C)(C)C(=O)Cn1nc(Cl)nc1Cl,-1.3,2.3%,-25.7%,32.0*,7.1%,-0.3,14.4%[57.1 µM],1.6%[57.1 µM],0.9
Cc1ccc(NC(=O)CS(=O)CC(=O)NC2CCN(Cc3ccccc3)CC2)c(C)c1 (stereo not drawn),9.3,-0.7%,-3.6%,-1.0,1.7%,-1.2,1.0%[57.1 µM],0.8%[57.1 µM],-0.1
CC(=O)Nc1ccc(-c2nc3ccc(NC(C)=O)cc3o2)cc1,4.2,1.5%,-11.5%,0.2,-13.2%,0.0,50.1µM*,467.8%[activator],0.6
COc1ccc(OCCN(C)Cc2ccccc2)cc1,7.4,-4.8%,-4.8%,0.8,11.0%,0.2,-14.4%,-11.6%,0.2
COc1ccc(N2C(=NC(=O)C3CCCCC3)SC3CS(=O)(=O)CC32)cc1Cl (stereo not drawn),x,-4.6%,-28.8%,5.5,-11.2%,x,27.1%[57.1 µM],6.7%[57.1 µM],0.3
COc1ccc(OC)c(NC(=O)CSc2nnc(C)n2Cc2ccccc2)c1,2.9,-0.7%,-6.7%,-5.9,-1.7%,-0.2,-18.7%[57.1 µM],1.8%[57.1 µM],-1.1
O=c1[nH]c2ccc(NS(=O)(=O)c3ccc4ccccc4c3)cc2[nH]1,-5.2,1.7%,-6.1%,-1.8,11.8%,2.6,0.2%,2.4%,1.0
CCc1nc(Sc2nnnn2-c2ccccc2)c2c3c(sc2n1)CCCC3,0.7,7.4%,-6.8%,-0.4,-2.1%,-0.3,-8.4%,-7.2%,0.1

# Complete entries, quoted from the list. Order of screens: D2 antag | Pin1 inhibitor | USP1-UAF1 inh | TRHR PAM | IDH1 R132H inh | D2 ag | TrxR1 inh | TrxR1 substrate | TRHR agonist
# Profile of CC(=O)Nc1ccc(-c2nc3ccc(NC(C)=O)cc3o2)cc1 = 4.2 | 1.5% | -11.5% | 0.2 | -13.2% | 0.0 | 50.1µM* | 467.8%[activator] | 0.6
# Profile of COc1ccc(N2C(=NC(=O)C3CCCCC3)SC3CS(=O)(=O)CC32)cc1Cl (stereo not drawn) = x | -4.6% | -28.8% | 5.5 | -11.2% | x | 27.1%[57.1 µM] | 6.7%[57.1 µM] | 0.3
# Profile of Cc1ccc(NC(=O)CS(=O)CC(=O)NC2CCN(Cc3ccccc3)CC2)c(C)c1 (stereo not drawn) = 9.3 | -0.7% | -3.6% | -1.0 | 1.7% | -1.2 | 1.0%[57.1 µM] | 0.8%[57.1 µM] | -0.1
# Profile of CC(C)(C)C(=O)Cn1nc(Cl)nc1Cl = -1.3 | 2.3% | -25.7% | 32.0* | 7.1% | -0.3 | 14.4%[57.1 µM] | 1.6%[57.1 µM] | 0.9
# Profile of COc1ccc(OC)c(NC(=O)CSc2nnc(C)n2Cc2ccccc2)c1 = 2.9 | -0.7% | -6.7% | -5.9 | -1.7% | -0.2 | -18.7%[57.1 µM] | 1.8%[57.1 µM] | -1.1

# (next part)
SMILES,D2 antag,Pin1 inhibitor,USP1-UAF1 inh,TRHR PAM,IDH1 R132H inh,D2 ag,TrxR1 inh,TrxR1 substrate,TRHR agonist
CCOC(=O)c1ccc(N2C(=O)Cc3ccccc3C2=O)cc1,-8.1,2.4%,u,13.7,-6.2%,0.9,3.4%,8.7%,-0.1
CN1OC[C@@H]2CN(Cc3cc(Cl)cc(Cl)c3)[C@H](c3cccc(Oc4ccccc4)c3)C[C@@H]21,x,2.8%,-23.0%,x,-4.3%,x,19.7%,-2.2%,x
COc1ccc(NC(=O)C23CC4CC(C2)CC(n2cnc(Br)n2)(C4)C3)c(OC)c1,-6.2,9.2%,-15.1%,-4.4,5.2%,0.3,5.1%[57.1 µM],13.6%[57.1 µM],-0.4
Cc1cc(=O)oc2c3c(cc(OCC(=O)NCc4cccnc4)c12)OC(C)(C)CC3,-3.9,-2.0%,-15.9%,-6.1,-6.7%,-1.6,u,345.3%[activator],-0.2
Cc1ccc(NC(=O)NC2CCCCC2)c(C)c1,-5.2,-2.8%,-18.4%,1.8,2.7%,-0.9,13.2%,5.6%,-0.2
COc1ccc(CN(CCC#N)C(=S)NC(=O)c2ccccc2)cc1,9.9,-4.2%,-8.1%,-1.0,0.8%,-0.4,-2.2%[57.1 µM],9.4%[57.1 µM],-0.2
COc1ccc(C2C(C(=O)NCCN3CCOCC3)c3ccccc3C(=O)N2C)cc1OC (stereo not drawn),-9.2,3.5%,-0.4%,2.0,12.0%,-0.5,6.5%,-2.4%,-0.7
Nc1nonc1C(=O)N/N=C/c1ccc(-c2cccc([N+](=O)[O-])c2)o1,1.7,3.2%,-9.0%,11.7,0.4%,-1.0,-19.9%,-15.6%,-0.4
